Source: PubChem BioAssay
GLP1R inv ag – GLP-1 receptor (human) inverse agonism. P43220. HEK293 GLP-1R CRE-luciferase, luminescence, 24 h; GLP-1R form is constitutively active. Potency, µM (top dose mostly 38.3 µM), inactives show at the highest dose activity change, negative = inhibition, most hits filed as inhibitors. 410,000 compounds, 1.6% hits. AID 624417; also: potency is read from the fitted curve at half-maximal effect; % is scaled to controls: 0 for no effect and ±100 for the full control effect; nearly all actives have a fitted effect of over 55% in size
Target sequence (P43220 whole entry, looked up): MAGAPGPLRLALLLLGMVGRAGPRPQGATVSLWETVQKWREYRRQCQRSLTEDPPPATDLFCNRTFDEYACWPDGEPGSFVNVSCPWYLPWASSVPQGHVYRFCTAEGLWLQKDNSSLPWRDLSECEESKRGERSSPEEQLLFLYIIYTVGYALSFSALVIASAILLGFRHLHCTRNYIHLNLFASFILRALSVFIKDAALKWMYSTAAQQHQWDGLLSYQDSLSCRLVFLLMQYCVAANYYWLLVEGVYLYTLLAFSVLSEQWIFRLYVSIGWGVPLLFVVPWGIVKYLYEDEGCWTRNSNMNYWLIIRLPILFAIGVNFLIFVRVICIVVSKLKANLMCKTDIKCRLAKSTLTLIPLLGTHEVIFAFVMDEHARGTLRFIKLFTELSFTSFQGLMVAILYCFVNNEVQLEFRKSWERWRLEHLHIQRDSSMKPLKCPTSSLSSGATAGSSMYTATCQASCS
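Seeding at 200 cells/uL, 12 h culture, 24 hr compound treatment, then luciferase reagent and a luminescence read; cells are HEK293 stably expressing a constitutively active GLP-1R plus cAMP-responsive luciferase.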
Mm-Cpn inhibitor – blocks the Methanococcus maripaludis chaperonin Mm-Cpn | purified Mm-Cpn ATPase, ADP Transcreener TR-FRET | Potency, µM (series often up to 76.9 µM), for inactives: at the top dose activity, negative = inhibition, hits mostly inhibitors | 330,000 compounds, 0.031% hits; also: potency is read from the fitted curve at half-maximal effect; % is scaled to controls: 0 for no effect and ±100 for the full control effect; nearly all actives have a fitted effect of over 80% in size
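Measured: ADP formation by purified Mm-CPN. Conditions: 25 nM protein, 10 uM ATP, Tris pH 7.4 with Mg2+, K+ and DTT, 37°C for 30 min. Detection: Transcreener HTRF after 30 min at room temperature.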
aSyn yeast inh – alpha-synuclein toxicity inhibition in yeast; Yeast expressing alpha-synuclein, growth rescue, BacTiter-Glo, 24 h; Potency, µM (top dose mostly 46.1 µM), for the others: at the top dose growth rescue (activation), hits mostly activators; 370,000 compounds, 0.14% hits; also: potency is read from the fitted curve at half-maximal effect; % of control where 0% means no effect; nearly all actives have a fitted effect of over 65% in size
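Galactose-induced alpha-syn yeast (OD600=0.02, raffinose-pregrown) + pinned cpd, 24 hr, 30 deg C; growth by BacTiter-Glo luminescence. Growth restoration scores as activation.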
GLP1R cytotox – cytotoxicity counter-screen for GLP-1 receptor inverse agonists; AID 624418; Potency, µM (series often up to 38.3 µM), for the others: at the top dose activity change, negative = inhibition, hits mostly inhibitors; 410,000 compounds, 0.13% hits; HEK293 cAMP-luciferase reporter cells, luminescence, 24 h;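 also: loss of luciferase light is scored as toxicity; potency is read from the fitted curve at half-maximal effect; % is scaled to controls: 0 for no effect and ±100 for the full control effect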
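A 23 nL compound transfer followed 12 hours of cell culture at 37 deg C; exposure then lasted 24 hr. Luciferase assay detection reagent was dispensed and plates read for luminescence after a 12 min room-temperature wait.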
TDP43 rescue – TDP-43 toxicity inhibition in yeast; 410,000 compounds, 1.8% hits; Potency, µM (titrated, usually from 46.1 µM), for the others: top-dose growth rescue (activation), most hits filed as activators; AID 652104; TDP-43 expressing yeast growth rescue, BacTiter-Glo, 24 h; also: potency is read from the fitted curve at half-maximal effect; % of control where 0% means no effect; nearly all actives have a fitted effect of over 50% in size
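Luminescence from BacTiter-Glo reports growth of TDP-43-expressing yeast after 24 hr at 30 deg C with compound. Cells were raffinose-pregrown to mid-log, then seeded in galactose medium at OD600=0.02.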
Abeta rescue – restores growth of yeast expressing A-beta42 peptide | yeast expressing A-beta42, growth rescue, OD600, 48 h; response scale: 0% DMSO, 100% iron-clioquinol control | Potency, µM (top dose mostly 46.1 µM), inactives show at the top dose growth rescue, most hits filed as activators | 410,000 compounds, 0.063% hits; also: potency is read from the fitted curve at half-maximal effect; nearly all actives have a fitted effect of over 55% in size
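Yeast growth medium received pinned compounds, then yeast cells expressing toxic A-beta were added; plates incubated at 30 C for 48 hr. Growth read as absorbance at 600 nm, normalized to DMSO and equimolar FeCl3 plus clioquinol controls.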
PTHR1 ag – activates the human parathyroid hormone receptor PTHR1 | Potency, µM (doses to about 115 µM), for the others: at the highest dose activation, most hits filed as activators | 410,000 compounds, 0.075% hits | HEK293 GP2 PTHR1 cells, GloSensor cAMP luminescence, 1 h | Q03431; also: potency is read from the fitted curve at half-maximal effect; nearly all actives have a fitted effect of over 55% in size; some results filed as inactive show a strong effect at the top dose; inactives centre near -15; many of its hits are not listed in these tables
Target sequence (Q03431 whole entry, looked up): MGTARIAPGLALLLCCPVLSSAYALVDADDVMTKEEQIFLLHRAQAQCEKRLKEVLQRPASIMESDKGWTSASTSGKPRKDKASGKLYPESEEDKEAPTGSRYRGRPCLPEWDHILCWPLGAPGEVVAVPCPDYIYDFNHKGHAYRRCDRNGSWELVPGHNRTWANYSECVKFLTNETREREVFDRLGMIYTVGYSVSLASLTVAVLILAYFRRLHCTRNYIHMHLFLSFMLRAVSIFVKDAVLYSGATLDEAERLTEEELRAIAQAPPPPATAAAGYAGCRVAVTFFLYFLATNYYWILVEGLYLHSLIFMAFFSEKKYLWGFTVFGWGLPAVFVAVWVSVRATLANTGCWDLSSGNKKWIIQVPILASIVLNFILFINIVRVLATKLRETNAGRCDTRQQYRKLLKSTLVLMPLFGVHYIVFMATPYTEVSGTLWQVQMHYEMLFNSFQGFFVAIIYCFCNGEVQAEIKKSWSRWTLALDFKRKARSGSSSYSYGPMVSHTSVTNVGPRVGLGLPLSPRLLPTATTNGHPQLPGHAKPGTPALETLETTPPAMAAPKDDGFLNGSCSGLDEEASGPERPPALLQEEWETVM
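HEK-293-derived GP2 cells expressing PTHR1 and a GloSensor cAMP reporter, 3,000/well, plated overnight, given luciferin plus IBMX (each 0.5 mM as added) for 1 h at 37 °C, then compound for 1 h at 37 °C. Luminescence was read after 15 min at room temperature.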
Akt phos inh – blocks phosphorylation of Akt | AID 651550 | 360,000 compounds, 0.32% hits | Neuro2A IGF-stimulated pAkt S473 HTRF, 20 min; active compounds read low | activity change, % for hits at 50 µM; in the data active = activity change below about -80%; inconclusive = mostly about -51% to -80%; also: % is scaled to controls: 0 for no effect and ±100 for the full control effect
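Single-point screen (50 µM final compound) in Neuro2A cells stimulated 20 min with 6 nM IGF at 37 deg C. After lysis, Ser473-phosphorylated Akt read by HTRF (ex 330 nm, em 615/665 nm) as the 665/615 ratio.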
FUS yeast rescue – rescues growth of FUS-expressing yeast; AID 1347120; S. cerevisiae FUS-expressing, growth rescue, OD600, 24 h; 390,000 compounds, 0.24% hits; Potency, µM (top dose mostly 76.6 µM), for the others: top-dose growth rescue (activation), hits mostly activators;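 also: potency is read from the fitted curve at half-maximal effect; plate controls were DMSO vehicle for no effect and reference control for full effect; nearly all actives have a fitted effect of over 55% in size; some results filed as inactive show a strong effect at the top dose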
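Toxicity suppression screen in FUS-yeast. Cells induced with 2% galactose, starting OD 0.005, treated 24hr at 30C with compounds at multiple final concentrations; growth by OD600.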
Numbers without * were called inactive; i = inactive; u = inconclusive; x = no result given; [ ] = remark or other dose. Unless noted, calls follow the shape of the dose curve; as a rule, active = well fitted curve in the direction sought with a large enough effect; inconclusive = small, poorly fitted or top-dose-only effect, or another doubt; inactive = no such curve, though single readings can be large; an effect the other way counts as inactive or inconclusive. Not all compounds are listed; the hit share may differ from the screen's.

Each structure is followed by: GLP1R inv ag	Mm-Cpn inhibitor	aSyn yeast inh	GLP1R cytotox	TDP43 rescue	Abeta rescue	PTHR1 ag	Akt phos inh	FUS yeast rescue
(1) CCOc1ccc(NC(=O)CN2CCN(CC(=O)c3ccc(OCC)cc3)CC2)cc1
→ u	0%	-15%	-3%	5%	-8%	i	i	5%
(2) COC(=O)c1ccccc1Sc1c(/C=N/OC(=O)c2ccccc2)c(C(F)(F)F)nn1C
→ -28%	0%	8%	-5%	5%	29%	-11%[57.5 µM]	i	-13%
(3) CCOc1ccc(C(=O)NNC(=O)CNC(=O)c2ccc(C)s2)cc1OC
→ 6%	0%	12%	3%	16%	7%	i	i	-11%
(4) O=C(O)c1ccc2c(c1)C1C=CCC1C(c1ccncc1)N2 (configuration not stated)
→ -4%	-3%	-2%	0%	-10%	-11%	-4%	i	-8%
(5) CCOc1ccccc1CNC(=O)c1nc(-c2ccc(Cl)cc2)n2c1CCCCC2
→ -16%	x	x	5%	20%	-15%	6%	x	u
(6) CC(C)(C)C(=O)Oc1ccc2cc(-c3ccc4ccccc4n3)c(=O)oc2c1
→ -5%	1%	-10%	289%[activator]	10%	-23%	i	i	x
(7) CCc1ccc(NC(=O)C(=O)NCCN2CCN(C(=O)c3ccco3)CC2)cc1
→ -22%	-1%	3%	-3%	20%	9%	-9%[57.5 µM]	i	-3%
(8) CCN(C(=O)Cn1nc(C)c([N+](=O)[O-])c1C)c1c(N)n(Cc2ccccc2)c(=O)[nH]c1=O
→ 2%	0%	3%	6%	21%	21%	i	i	16%
(9) CCc1ccc(C2C(C#N)=C(N)N(N3CCOCC3)C3=C2C(=O)CC(C)(C)C3)s1 (configuration not stated)
→ 18%	0%	-5%	-14%	-21%	-5%	u	i	0%
(10) O=C(NN1C(=O)C2C3C=CC(C4CC34)C2C1=O)c1ccc(Cl)cc1 (configuration not stated)
→ -27%	1%	0%	-17%	-3%	-4%	-9%	i	-2%
(11) CCOC(=O)c1c(C)n(C)c2ccc(OCC(O)Cn3c(C)nc4ccccc43)cc12 (configuration not stated)
→ 0%	1%	-5%	u	-8%	12%	4%[57.5 µM]	i	26%
(12) CCOc1ccc(Oc2nc(NCC(C)C)nc(NC(C)(C)C)n2)nn1
→ 2%	x	x	-2%	10%	2%	-31%[inhibitor]	x	37%
(13) Cc1ccc(CNC(=O)COC(=O)c2ccc(S(=O)(=O)N(C)C)cc2)cc1
→ 13%	0%	10%	-7%	-4%	11%	i	i	14%
(14) C=C1CC(C)OC(c2ccccc2OCC(O)CN2CCCCC2)C1 (configuration not stated)
→ -21%	3%	-4%	u	0%	-1%	i	i	20%
(15) C=CCN(CC=C)C(=O)c1cccc(OC2CCN(CC(C)(C)C)CC2)c1
→ u	0%	0%	-11%	5%	4%	-20%	i	1%

As entered above.
GLP1R inv ag with entry 13 → 13%
Mm-Cpn inhibitor with entry 7 → -1%

The results go on:
Each structure is followed by: GLP1R inv ag	Mm-Cpn inhibitor	aSyn yeast inh	GLP1R cytotox	TDP43 rescue	Abeta rescue	PTHR1 ag	Akt phos inh	FUS yeast rescue
(16) COc1ccc(C2(c3ccc(OC)cc3)NC(=O)N(CC(=O)NC(C)C)C2=O)cc1
→ 2%	0%	-3%	0%	-13%	-3%	-13%	i	-16%
(17) O=C(N/N=C(\c1ccccc1)c1ccccn1)c1ccccc1Cl
→ u	0%	18%	u	-42%[inhibitor]	-14%	i	i	5%
(18) CCc1ccccc1NC(=O)CC(=O)Nc1ccccc1CC
→ -7%	-3%	9%	-5%	23%	-1%	-1%	i	4%
(19) COc1cccc(OCCNC(=O)Nc2cc(F)c(F)cc2Cl)c1
→ -24%	-2%	3%	-13%	25%	10%	-6%	i	-27%
(20) OC(COc1ccc2cc(Br)ccc2c1)CN1CCN(c2ccccn2)CC1 (configuration not stated)
→ -29%	-4%	15%	1%	-33%[inhibitor]	-30%	0%[57.5 µM]	i	12%
(21) CCc1sc(C(=O)N(CCCOC)c2c(N)n(CC(C)C)c(=O)[nH]c2=O)cc1C
→ 17%	1%	11%	12%	20%	15%	i	i	-9%
(22) CCOC(=O)N1CCN(C(=O)CSc2ncnc3sccc23)CC1
→ 54%[activator]	-1%	2%	-2%	5%	-7%	-34%[inhibitor]	i	4%
(23) Cc1ccc(C(=O)NNC(=O)CCC(=O)Nc2cccc(Cl)c2C)cc1
→ -10%	1%	-3%	-4%	1%	0%	-13%	i	x
(24) CCOC(=O)CN(C(=O)CSc1nnc(C)n1-c1ccccc1)c1ccccc1
→ 0%	-4%	-4%	10%	-13%	14%	i	i	4%
(25) COc1ccc(CCNc2cc(C)nc3c(-c4ccc(Cl)cc4)cnn23)cc1OC
→ u	-18%	12%	-2%	18µM*	-8%	-2%	i	u
(26) NC1=NC(=O)/C(=C\c2ccsc2)S1
→ -4%	-4%	-3%	-1%	-6%	-1%	i	i	-14%
(27) COc1cc(NC(=S)N2CCCCC2C)c(OC)cc1Cl (configuration not stated)
→ -15%	-9%	2%	-8%	9%	-8%	i	i	12%
(28) CC(C)CC(NC(=O)OC(C)(C)C)c1cn([C@@H](CCCCNC(=O)OC(C)(C)C)C(=O)N2CCN(C(=O)OC(C)(C)C)CC2)nn1 (some centres not stated)
→ u	x	0%	-5%	1%	-8%	-28%	i	7.9µM*
(29) COc1ccccc1OCCSc1nc2ccccc2n1CC(O)CO (configuration not stated)
→ 16%	0%	3%	-6%	11%	20%	-30%	i	-4%
(30) Cc1ccc(Cl)cc1N1CCN(CC(O)COC(C)C)CC1 (configuration not stated)
→ u	-1%	-1%	-15%	3%	0%	i	i	-10%
(31) COc1cc(OC)cc(C(=O)N[C@H](C(=O)NC2CCCc3ccccc32)C(C)C)c1 (some centres not stated)
→ u	-1%	2%	-19%	-1%	8%	-5%	i	-6%
(32) CNc1cc(-c2ccc(CC#N)cc2)ncn1
→ u	x	-2%	7%	0%	-18%	-38%[inhibitor]	i	-25%
(33) CC1CCc2[nH]c3ccc(C(=O)N(C)CC(=O)Nc4ccccc4Cl)cc3c2C1 (configuration not stated)
→ u	1%	-5%	17%	u	-14%	-23%	i	38%
(34) CCOc1cccc2cc(-c3nnc(Nc4ccc(F)c(Cl)c4)s3)c(=O)oc12
→ -70%	x	x	-21%	0%[9.22 µM]	-6%	i	x	-13%
(35) CC(C)OC(=O)c1ccc(NC(=O)c2cccc(-n3cnnn3)c2)cc1
→ 7.1µM*	-1%	3%	-24%	u	-14%	-34%[inhibitor]	i	-4%
(36) CN(C)CCN1C(=O)CCC2(C)C1=CCC1C2CCC2(C)C1CCC2(C)O (configuration not stated)
→ u	x	-1%	-3%	5%	-15%	-21%	i	8%
(37) O=C1NC[C@H](Cc2ccc(O)cc2)N(C[C@H]2CCCN2C[C@H](Cc2ccccc2)N2C[C@H](Cc3ccccc3)N(CCc3ccccc3)C(=O)C2=O)C1=O
→ 10%	x	-2%	-1%	25%	5%	23%	i	32%
(38) COc1ccccc1NC(=O)N1CCCC(C(=O)Nc2cccc(C)c2C)C1 (configuration not stated)
→ 7%	1%	4%	2%	-5%	15%	i	i	-4%
(39) c1cc2c(cc1Nc1nc(-c3ccc4c(c3)OCO4)cs1)OCCO2
→ 0%	-9%	-7%	69%[activator]	3%	-2%	i	i	29%
(40) COc1ccccc1N1CCN(CCCNC(=O)Nc2ccccc2)CC1
→ u	1%	8%	4%	2%	-4%[9.22 µM]	i	i	-33%
(41) Cc1ccc(C)n1-c1c(C(=O)NCC(C)c2ccccc2)sc2ncccc12 (configuration not stated)
→ u	x	x	-6%	-14%	-23%	-35%[inhibitor]	x	33%
(42) CCc1ccc(OCCCC(=O)Nc2ccc(S(N)(=O)=O)cc2)cc1
→ -27%	-1%	-4%	13%	-2%	-15%	-16%	i	19%
(43) OCCN1CCN(C(c2ccccc2Cl)c2sc3nc(-c4ccco4)nn3c2O)CC1 (configuration not stated)
→ 3%	x	x	0%	6%	2%	-14%	x	-7%
(44) CC(=O)N1CCOc2ccc(S(=O)(=O)N3CCCC(C)C3)cc21 (configuration not stated)
→ -9%	-1%	6%	4%	12%	0%	-22%	i	-10%
(45) Cc1ccc(Cn2nnc3c(=O)n(CC(=O)N4CCCCC4)cnc32)cc1
→ 11%	1%	-4%	6%	-5%	-7%	-20%[57.5 µM]	i	-2%
(46) O=C(NCC1CCCO1)c1ccc(S(=O)(=O)Nc2ccc(F)cc2)cc1 (configuration not stated)
→ 17%	2%	-2%	-4%	-13%	-3%	-2%	i	2%
(47) CC1(C)CC(=O)c2cc(-c3nc(-c4ccc(F)cc4)cs3)c(=O)[nH]c2C1
→ 6%	x	x	10%	15%	5%	i	x	-10%
(48) CC(=O)C1(C)C(=O)N(c2ccc(F)cc2)C(=O)N1c1ccc(F)cc1 (configuration not stated)
→ 10%	x	4%	-18%	u	9%	i	i	x
(49) O=C(Cn1cccc1C(=O)c1ccccc1)NCc1ccc2c(c1)OCO2
→ -34%	3%	-4%	-12%	2%	9%	i	i	12%
(50) CC(=O)NC(=S)Nc1ccc(S(=O)(=O)Nc2ncccn2)cc1
→ -3%	-3%	1%	u	12%	4%	i	i	-33%
(51) CS(=O)(=O)N(Cc1ccc(F)cc1)Cc1nc2ccccc2c(=O)[nH]1
→ 3%	1%	1%	-13%	8%	-7%	-19%[57.5 µM]	i	21%
(52) CC1CC(C)CN(CCCNC(=O)Cn2cccc2C(=O)c2ccccc2)C1 (configuration not stated)
→ -20%	1%	4%	4%	-3%	-20%	-18%	x	-7%

Values by screen from the list:
Abeta rescue, nos. 47 to 50, in order: 5%, 9%, 9%, 4%
